# Compound activity from PubChem BioAssay.
# Cneo AK release – Cryptococcus neoformans cell lysis inducers, primary screen, AK release luminescence, single concentration; lysis activity, % at 15 µM; 0.2% of 360,000 active; C. neoformans lysis, adenylate kinase release luminescence, 4 h; normalised: neutral wells 0, clomiphene wells 100;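 active = mean lysis activity across replicates of at least 80%, whatever share of replicates individually reach that level; inactive = mean lysis activity below 80%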
#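 Test system: log-phase Cryptococcus neoformans yeast cells. Input: 5 × 10^6 yeast cells/mL. Medium: fresh YPD growth medium. Doses: single dose. Incubation: static 4 h at 37 °C with compound, 1 h detection. Measured by: luminescent adenylate kinase detection reagent. Read-out: signal increase indicating cell lysis. Benchmarks: Clomiphene.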
# C2C12 statin – suppressors of statin myotoxicity in C2C12 myotubes, primary screen, cell-based, single point, plate reader; C2C12 myotubes + simvastatin, ATP luminescence, 48 h; scaled: DMSO 0, geranylgeraniol control 100; rescue of ATP level, % at 7.49 µM; 0.78% of 330,000 active; AID 602340, 2012;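 active = mean ATP rescue above about 67%, or every replicate alone reaching that limit, limit read from the data, passing the limit was not always enough; inconclusive = no clear call, values can overlap the other calls; inactive = mean under the limit and some replicate under it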;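 also: myotubes were challenged with 10 µM simvastatin during compound exposure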
# miR122 inh – miR-122 Renilla sensor signal increase in Huh7, primary screen, miR-122 inhibitor project, cell-based, single point, plate reader. Huh7 miR-122 Renilla luciferase sensor, 48 h; neutral wells = 0, positive control = 100. 0.3% of 340,000 active. activation (reporter increase), % at 12.5 µM;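 active = mean replicate activation score at least 90 and every replicate individually at or above 90; inconclusive = only one of the two criteria met; inactive = neither criterion met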;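 also: higher luciferase means less miR-122 activity so hits act as miR-122 inhibitors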
# PglD inh – C. jejuni PglD acetyltransferase inhibitors, primary screen, biochemical, DTNB colorimetric, single point | purified PglD enzyme, DTNB colorimetric CoA detection | UDP-N-acetylbacillosamine N-acetyltransferase PglD (Campylobacter jejuni) | 0.098% of 360,000 active | inhibition, % at 12.5 µM; in the data active = inhibition above about 16%, passing the limit was not always enough; inconclusive = no clear call, values can overlap the other calls; also: strong numbers were not always called active
# PGC1a acetyl inh – inhibitors of PGC1a acetylation signal, primary screen, cell-based, U2OS, AlphaScreen, inhibitor mode; AlphaScreen anti-acetyl-lysine; with virally co-expressed GCN5 acetyltransferase; inhibition, % at 15.6 µM; 0.17% of 350,000 active;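 active = every replicate shows inhibition of at least 40%; inconclusive = mean inhibition at least 40% but some replicate below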;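 also: 0% = neutral control wells and 100% = positive control wells; some results beyond the cut were filed as inactive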
# INS-1E GSIS act – GLuc luminescence reporter in INS-1E cells, primary screen for activators of glucose-dependent secretion of insulin; INS-1E GLuc reporter insulin secretion, 2-3 h; activation, % at 16.6 µM; 0.61% of 370,000 active;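 active = lowest replicate activation of at least 40%, so every replicate reaches that level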;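 also: 0% = median of neutral control wells and 100% = median of IBMX positive control wells; some compounds called inactive have numbers as strong as hits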
# FN deposit inh – inhibitors of fibronectin matrix deposition, primary screen, AH1F cells, Alexa488-fibronectin fluorescence, plate reader | AH1F fibroblasts, overnight | inhibition, % at 12.6 µM | 0.086% of 350,000 active | AID 743247, 2014;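 active = mean inhibition across replicates of 30% or more, regardless of how many single replicates reach that level; inconclusive = mean under 30% yet at least half of replicates reach 30%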;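 also: positive control wells lacked labelled fibronectin entirely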
#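 test system = AH1F fibroblasts assembling fluorescent fibronectin matrix | quantity = 10000 AH1F cells per well | buffer or medium = DMEM plus 2% serum, read in PBS | doses = single dose, pinned | incubation = 1 h cell attachment, overnight exposure to compound and label | detection = fluorescence at 485 nm excitation, 525 nm emission | read-out basis = inhibition from reduced deposited-fibronectin fluorescence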
# CFTR F508del cor – F508del CFTR correction, initial screen, CFBE line, single point; CFBE cells, YFP halide quenching; stimulated with forskolin plus potentiator P3; % fluorescence drop versus neutral controls; 0.36% of 350,000 active; activity (quench increase), % at 7.58 µM;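 active = mean added fluorescence quench of at least 8% versus neutral control, with both replicates also reaching 8%; inconclusive = only one of the mean or replicate conditions met; inactive = mean below 8% and not both replicates reaching 8%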;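 also: cells transiently co-express mutant CFTR-F508del with the halide-sensitive YFP; corrector assay measuring rescue of mutant channel to the surface after 24 h compound exposure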
# * marks the source's active call; other numbers are inactive results; u = inconclusive; x = not tested or not shown; & = joins results of further samples; [ ] = another dose, or the depositor's remark.
no.	canonical_smiles	Cneo AK release	C2C12 statin	miR122 inh	PglD inh	PGC1a acetyl inh	INS-1E GSIS act	FN deposit inh	CFTR F508del cor
1	CC1CCN(CCC(=O)N2CCCc3c2c(=O)oc2ccc(O)cc32)CC1	x	0	-27	-4	-2	8	-1	x
2	CC(=O)c1c(C)[nH]c(C(=O)N(CCc2ccccc2)Cc2ccccc2)c1C	x	25	u	x	-6	-3	x	x
3	CC1(C)CC(=O)c2sc(NC(=O)CN3C(=O)CCC3=O)nc2C1	-1	0	-4	3	-6	-9	-8	-3.4
4	Cc1ccc(OCC(=O)N(Cc2cccs2)C2CCS(=O)(=O)C2)cc1 (stereo not given)	5	-1	8	-1	5	7	-2	0.7
5	CC1C=NC(S(=O)(=O)N2CC[C@@H]3[C@H]2c2cc(-c4ccccc4F)ccc2N(C)[C@H]3CO)=N1 (stereo not given in full)	19	19	3[16.7 µM]	10	-2	-30	0	2.9
6	C[C@H](CO)N1C[C@H](C)[C@@H](CN(C)Cc2cncnc2)Oc2cc(-c3ccccc3)ccc2S1(=O)=O	0	-47	29[16.7 µM]	1	-1	2	x	0.1
7	C[C@@H]1CN([C@@H](C)CO)C(=O)c2cc(N(C)C)ccc2O[C@@H](C)CCCCO[C@H]1CN(C)C(=O)c1ccccc1	2	4	4[16.7 µM]	0	-3	-7	x	1.6
8	O=C(c1ccccc1)c1ccc(OCCCN2CCCC2)cc1	-4	-1	3	4	2	19	7	-2.1
9	COCC(=O)N1CC[C@@H]2[C@H](CO)Nc3ccc(C#Cc4ccc(F)cc4)cc3[C@@H]21	-24	17	45[16.7 µM]	4	-2	-6	5	-0.6
10	CCOc1ccc2c(S(=O)(=O)O)cccc2c1[N+](=O)[O-]	0	0	-6	4	7	3	-7	-0.1
11	COc1ccc2nc(NC(=O)C3CCN(S(=O)(=O)c4cnc[nH]4)CC3)sc2c1	0	13	0	-2	2	x	-2	x
12	CC(C)N(Cc1ccccc1)C(=O)CN1C(=O)COc2ccc(S(=O)(=O)NC3CCCC3)cc21	2	-16	5	-1	-9	-18	-4	1.7
13	CC(C)NC(=O)Nc1ccc2c(c1)C(=O)N([C@H](C)CO)C[C@H](C)[C@H](CN(C)C(=O)NC(C)C)OCCCC[C@@H](C)O2	0	x	-3[16.7 µM]	2	38	31	4	1.3
14	Cc1ccc(C2CN(CCC(N)=O)C(=O)CO2)cc1 (stereo not given)	7	-3	x	-6	x	12	-3	-0.1
15	NCC[C@H]1CC[C@H](NC(=O)C2CCCCC2)[C@H](CO)O1	4	4	x	2	-3	16	x	-3.4
16	COc1cc(CCCN2C(=O)C(=O)NC[C@@H]2CCCCN)cc(OC)c1OC	6	6	-6	-1	x	11	3	-1.7
17	O=C(Nc1ccc(Cl)cc1)C1Cc2c(-c3ccc(Cl)cc3)ccnc2O1 (stereo not given)	7	13	-4	0	x	-5	x	4.5
18	COC(=O)c1sccc1NC(=O)CC1C(=O)NCCN1C(=O)Nc1ccc(F)cc1F (stereo not given)	2	-1	-6	-4	x	14	4	-1.3
19	CC(=NNC(N)=S)c1ccc2cc3c(cc2c1)OCO3	13	x	x	-1	x	18	-8	2.6
20	N#CC1=C(S)N(c2ccc(F)cc2)C(c2ccco2)NC1=O (stereo not given)	x	x	x	x	-11	-15	-13	-1.9

# Some of these compounds in order of the miR122 inh value, highest first:
cpd	compound	miR122 inh	PglD inh	PGC1a acetyl inh	INS-1E GSIS act	CFTR F508del cor
12	CC(C)N(Cc1ccccc1)C(=O)CN1C(=O)COc2ccc(S(=O)(=O)NC3CCCC3)cc21	5	-1	-9	-18	1.7
8	O=C(c1ccccc1)c1ccc(OCCCN2CCCC2)cc1	3	4	2	19	-2.1
11	COc1ccc2nc(NC(=O)C3CCN(S(=O)(=O)c4cnc[nH]4)CC3)sc2c1	0	-2	2	x	x

# Some entries already given, showing only INS-1E GSIS act.
no. | Molecule | INS-1E GSIS act
15 | NCC[C@H]1CC[C@H](NC(=O)C2CCCCC2)[C@H](CO)O1 | 16
9 | COCC(=O)N1CC[C@@H]2[C@H](CO)Nc3ccc(C#Cc4ccc(F)cc4)cc3[C@@H]21 | -6

# Quoted from the listing.
# Under C2C12 statin, no. 18 has the entry -1
# Under INS-1E GSIS act, no. 14 has the entry 12

# Further results follow.
no.	canonical_smiles	Cneo AK release	C2C12 statin	miR122 inh	PglD inh	PGC1a acetyl inh	INS-1E GSIS act	FN deposit inh	CFTR F508del cor
21	CN(C)C(=O)c1ccc(-c2cccc(-c3nc(C(=O)NCc4ccccc4)cc4c3[C@H](CCO)N([S@@](=O)C(C)(C)C)C4)c2)cc1	10	-7	x	-2	-10	0	5	0.9
22	CC(=O)N/N=C(\C)CC(=O)NC(C)(C)C	x	x	x	x	-1	-7	7	-5.2
23	COc1ccc2[nH]c(=O)c(CN(Cc3cccs3)S(=O)(=O)c3c(C)ccc4nsnc34)cc2c1	0	-7	-10	3	-5	x	1	x
24	Cc1noc(C)c1S(=O)(=O)N(C)C[C@H]1Oc2ccc(NC(=O)CCCCCC(=O)Nc3ccccc3N)cc2CC(=O)N([C@H](C)CO)C[C@H]1C	55	-1	-3[16.7 µM]	-1	-1	10	-8	-0.6
25	CC(OC(=O)CN1C(=O)NC(C)(C)C1=O)C(=O)c1ccccc1 (stereo not given)	-2	-7	0	x	4	10	x	x
26	COc1cc(CNC(C)C)ccc1OCC(=O)Nc1cccc2ccccc12	5	x	x	7	3	16	-6	-0.9
27	CO[C@H](CN(C)Cc1ccc2c(c1)OCO2)[C@@H](C)CN(C(=O)Nc1ccc(F)cc1)[C@H](C)CO	-3	7	x	-3	3	-1	4	1.5
28	Cc1ccc(NS(=O)(=O)c2ccc(NC(=O)CSc3ccc(Cl)cc3)cc2)c(C)c1	1	-1	-3	0	12	-8	-7	x
29	CCc1ccccc1NC(=O)C1CCN(S(C)(=O)=O)CC1	9	x	-5	1	15	4	3	-1.1
30	OCCC1CN(Cc2cc(F)ccc2-n2cccn2)CCN1Cc1ccc(F)cc1 (stereo not given)	-4	8	5	1	-13	-3	7	1.5
31	CCOC(=O)C1CCN(C(=O)C2CCCCC2)CC1	3	2	5	x	-36	x	x	x
32	C[C@@H]1CN([C@H](C)CO)C(=O)c2cc(NS(C)(=O)=O)ccc2O[C@@H](C)CCCCO[C@@H]1CN(C)S(=O)(=O)c1ccc(Cl)cc1	-3	51	5[16.7 µM]	-3	3	-3	x	-1.7
33	COCCSc1ccccc1C(=O)Nc1nnc(C)s1	-2	-4	9	7	-2	x	x	x
34	O=C(NC1CCCC1)c1ccc(CS(=O)Cc2ccccc2Cl)o1 (stereo not given)	0	9	x	1	6	-6	-10	-0.8
35	CC(O)(c1cccc(F)c1)c1nc(-c2cc(F)cc(F)c2)cs1 (stereo not given)	-9	-16	0	-1	2	-24	-7	0.8
36	CCCCOc1ccc(C(=O)NCC(=O)OC2CCOC2=O)cc1 (stereo not given)	0	-3	-6	-1	-3	-15	x	x
37	CC(C)CNC(=S)N(CCN(C)C)Cc1cc2cc3c(cc2[nH]c1=O)OCCO3	0	-12	1	0	0	0	4	-1.1
38	Cc1cc(=O)[nH]c(SCC(=O)NC2CCCCCCC2)n1	5	6	x	4	6	x	11	-1.6
39	C/C(N)=C(/C#N)C(=O)CSc1nnc(SCc2ccc(Cl)cc2)s1	0	x	-6&-3	-4	2&-10	-9	-3&-8	0.2
40	Cc1ccc(-n2c(O)cnc2Nc2nc(C)cc(C)n2)cc1	0	-5	3	6	-13	x	x	x

# The last 4 records of the part before open the next one:
no.	canonical_smiles	Cneo AK release	C2C12 statin	miR122 inh	PglD inh	PGC1a acetyl inh	INS-1E GSIS act	FN deposit inh	CFTR F508del cor
37	CC(C)CNC(=S)N(CCN(C)C)Cc1cc2cc3c(cc2[nH]c1=O)OCCO3	0	-12	1	0	0	0	4	-1.1
38	Cc1cc(=O)[nH]c(SCC(=O)NC2CCCCCCC2)n1	5	6	x	4	6	x	11	-1.6
39	C/C(N)=C(/C#N)C(=O)CSc1nnc(SCc2ccc(Cl)cc2)s1	0	x	-6&-3	-4	2&-10	-9	-3&-8	0.2
40	Cc1ccc(-n2c(O)cnc2Nc2nc(C)cc(C)n2)cc1	0	-5	3	6	-13	x	x	x
41	COc1cc(C(=O)NCc2cccnc2)ccc1OCC(=O)Nc1cccc(C(F)(F)F)c1	-1	3	-12	0	2	-14	2	-3.6
42	COC(=O)/C(C#N)=C/c1c(N2CCCCCC2)nc2ccccn2c1=O	4	3	-4	-1	2	20	6	-2.6
43	O=C(c1ccc(=O)[nH]n1)N1CCN(S(=O)(=O)c2ccc(C(F)(F)F)cc2)CC1	-1	-6	-3	6	1	3	-1	0.8
44	O=S(=O)(c1ccccc1)N1CC[C@H]2[C@H](CO)Nc3ccc(C#Cc4ccccc4F)cc3[C@H]21	x	x	x	x	-3	0	1	2.7
45	CCN1C(=O)c2ccccc2S(=O)c2ccc(C(=O)N3CCN(C(=O)c4ccco4)CC3)cc21 (stereo not given)	0	-9	-4	-4	11	9	0	0.4
46	COc1ccc(Br)c(Cn2c(C)c(C(=O)NCc3ccc(F)cc3)sc2=O)c1	3	-4	x	-1	x	-20	6	-2.9
47	COc1ccc(NC(=O)CSc2cccc3cccnc23)c(OC)c1	2	-4	7	0	x	18	-3	x
48	COc1ccc(CCCc2nnc(SCc3nc4ccccc4c(=O)[nH]3)n2C)cc1C	0	-1	-6	-1	1	6	3	0.7
49	O=C(c1ccco1)N1CCN(S(=O)(=O)N2CCOCC2)CC1	1	-6	-1	-4	6	0	x	x
50	C[C@@H]1CCCCO[C@@H](CN(C)Cc2ccc(Cl)c(Cl)c2)[C@@H](C)CN([C@@H](C)CO)C(=O)c2cc(NS(=O)(=O)c3ccc(Cl)cc3)ccc2O1	x	x	x	x	-2	3	5	0.2
51	C[C@@H]1CN([C@@H](C)CO)C(=O)c2cc(-c3cccc(C#N)c3)cnc2O[C@@H]1CN(C)C(=O)C1CC1	6	-9	6[16.7 µM]	0	-1	27	x	0.0
52	O=C(c1ccc(-c2ccccc2)cc1)N1CCN(c2ccccc2)CC1	-2	6	-4	0	0	8	6	1.0
53	S=c1[nH]ncn1/N=C/c1cccs1	4	2	5	2	5	-3	17	-2.0
54	Cc1c(C(=O)NC(=S)NCc2cccnc2)cccc1[N+](=O)[O-]	1	x	-4	1	2	23	4	0.6
55	CCOc1cccc(CN2CCC(Oc3ccc(C(=O)N4CCCC4)cc3)CC2)c1O	-1	4	-4	-3	-10	-11	0	4.4
56	COc1ccccc1C(=O)Nc1ccc2c(c1)C(=O)N(C)C[C@H](OC)[C@@H](C)CN[C@@H](C)CO2	-1	37	13[16.7 µM]	2	-8	-3	23	1.2
57	COc1ccc2nc3cccc(OC)c3nc2c1	-1	1	4	-14	x	3	x	3.7
